ELG1 genotoxic: induces genotoxicity in HEK293T cells with luciferase-tagged ELG1; AID 504466; HEK293T ELG1-luciferase reporter, luminescence, 16 h; Potency, µM (highest dose often 46 µM), inactives show at the top dose activity change, positive = activation, actives largely listed as activators; hit rate 1.3% among 330,000; note: % of control where 0% means no effect; nearly all actives have a fitted effect of over 60% in size
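DMSO vehicle served as control against compound-treated ELG1-luciferase HEK293T cells; exposure lasted 16 hr at 37 °C and 5% CO2, followed by ONE-Glo luminescence detection after 30 min.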
NPC1 promoter act: activators of NPC1 promoter; AID 485313; Potency, µM (series often up to 9.22 µM), inactives show top-dose activation, actives largely listed as activators; Huh7 NPC1 promoter luciferase reporter, 24 h; hit rate 2.4% among 320,000;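 note: % of control where 0% means no effect; nearly all actives have a fitted effect of over 60% in size; reporter is driven by a mutant NPC1 promoter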
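Compounds in DMSO were transferred onto Huh7 NPC1-luciferase reporter cells pre-incubated 2 h; after 24 h at 37 °C, Amplite reagent was dispensed and luminescence recorded 10 min later.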
FLuc modulator: counter-screen for miR-21 project: firefly luciferase inhibitors or activators; P08659; purified FLuc, Km substrates, luminescence inhibition; Potency, µM (series often up to 57.5 µM), without a hit: at the top dose activity change, negative = inhibition, hits mostly inhibitors; hit rate 6.9% among 360,000;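 note: plate controls were vehicle for no effect and reference inhibitor for full effect; nearly all actives have a fitted effect of over 55% in size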
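Purified P. pyralis luciferase (10nM final) with 10uM D-luciferin and 10uM ATP (Km levels) in 50mM Tris acetate pH 7.5, 10mM Mg acetate, 0.01% Tween-20, 0.05% BSA; qHTS 6-point titration, ~60 µM downward; luminescence read.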
RORgamma inh: blocks mouse ROR gamma transcriptional activity. Potency, µM (titrated, usually from 53.6 µM), inactives show at the top dose activity change, negative = inhibition, most hits filed as inhibitors. Drosophila S2 Gal4-RORgamma UAS-luciferase reporter, 20 h. AID 2551. hit rate 5.4% among 310,000; note: % is set by controls: 0 for no effect and ±100 for the full control effect; nearly all actives have a fitted effect of over 60% in size
Target sequence (P51450 whole entry, looked up, the tested form may be a part): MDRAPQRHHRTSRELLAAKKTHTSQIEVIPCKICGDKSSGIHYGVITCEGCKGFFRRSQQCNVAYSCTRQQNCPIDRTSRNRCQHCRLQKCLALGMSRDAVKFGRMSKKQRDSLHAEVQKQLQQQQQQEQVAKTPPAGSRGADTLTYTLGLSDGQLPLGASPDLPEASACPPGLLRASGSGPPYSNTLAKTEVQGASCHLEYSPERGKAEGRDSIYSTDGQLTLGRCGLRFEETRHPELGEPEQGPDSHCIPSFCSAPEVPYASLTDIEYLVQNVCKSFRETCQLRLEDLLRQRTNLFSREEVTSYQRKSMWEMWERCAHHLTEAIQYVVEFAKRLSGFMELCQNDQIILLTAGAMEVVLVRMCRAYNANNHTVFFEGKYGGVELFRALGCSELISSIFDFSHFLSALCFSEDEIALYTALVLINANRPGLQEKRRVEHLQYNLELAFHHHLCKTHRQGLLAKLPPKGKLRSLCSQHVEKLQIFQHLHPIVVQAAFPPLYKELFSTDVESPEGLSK
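Luciferase reporter read in Schneider cells carrying Gal4-RORγ (mouse) and UAS-Photinus luciferase; cells given compound 1 h before 700 uM copper sulfate induction, then incubated 20 h at ambient temperature.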
Rab9 prom act: Rab9 promoter activation; Huh7 Rab9 promoter-luciferase reporter, luminescence, 24 h; Potency, µM (doses to about 9.22 µM), without a hit: top-dose activation, negative = inhibition, hits mostly activators; hit rate 2.8% among 320,000; note: % of control where 0% means no effect; nearly all actives have a fitted effect of over 60% in size
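Quantitative HTS format; Huh7 Rab9-luciferase reporter cells (1500/well) receive compound 2 h post-plating, incubate 24 h at 37 °C, then get luciferase reagent for 10 min before luminescence reading.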
p53 reactivator: restores transcriptional activity of mutant p53 | H1299 p53-A138V BP100-luciferase reporter, luminescence, 24 h | hit rate 0.063% among 320,000 | Potency, µM (titrated, usually from 92.2 µM), for the others: at the highest dose activity change, positive = activation, actives largely listed as activators | AID 504706; note: % of control where 0% means no effect; nearly all actives have a fitted effect of over 45% in size
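p53-null H1299 cells stably carrying temperature-sensitive p53-A138V and a BP100-luciferase reporter were pinned with compounds (4-point, 1:5 series) and held 24 hrs at 37 deg C. Luminescence was read 10 min after detection reagent.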
MBNL1-CUG inh: blocks human MBNL1 binding to CUG repeat RNA | Q9NR56 | TR-FRET MBNL1-His/biotin-(CUG)12 binding, 665/545 ratio | Potency, µM (doses to about 57.5 µM), without a hit: at the top dose activity change, negative = inhibition, hits mostly inhibitors | hit rate 0.036% among 280,000 | AID 2675; active = well fitted inhibition curve with a large enough effect in the signal ratio, with a control signal flat, not every such curve was filed as active; inconclusive = small, poorly fitted or top-dose-only effect, or effect the other way, or a change in a side signal; inactive = no such curve, though single readings can be large or run the other way; the % refers to the signal ratio; note: % is set by controls: 0 for no effect and ±100 for the full control effect
Target sequence (Q9NR56 whole entry, looked up): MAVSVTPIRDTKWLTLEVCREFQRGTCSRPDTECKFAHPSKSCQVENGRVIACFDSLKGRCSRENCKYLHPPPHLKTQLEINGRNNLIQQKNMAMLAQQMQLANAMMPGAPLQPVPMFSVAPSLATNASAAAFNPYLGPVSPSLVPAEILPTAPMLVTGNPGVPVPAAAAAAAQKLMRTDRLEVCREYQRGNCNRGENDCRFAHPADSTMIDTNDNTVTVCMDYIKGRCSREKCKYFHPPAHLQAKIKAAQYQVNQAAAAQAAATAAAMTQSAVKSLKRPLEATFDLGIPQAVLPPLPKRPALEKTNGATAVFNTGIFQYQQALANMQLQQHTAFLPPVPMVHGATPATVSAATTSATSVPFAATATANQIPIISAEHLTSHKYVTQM
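Ratiometric TR-FRET (665 over 545 nm, excitation 340 nm) tracks disruption of MBNL1-His/biotin-(CUG)12 complex after 60 min at room temperature, with compounds at 92 nM to 58 uM final.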
VP16 counter: counter-screen for ROR gamma inhibitors: Gal4-VP16 reporter. hit rate 3.5% among 310,000. AID 2546. Drosophila S2 Gal4-VP16 UAS-luciferase, luminescence, 20 h. Potency, µM (doses to about 53.6 µM), for inactives: top-dose activity, negative = inhibition, actives largely listed as inhibitors;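 note: Gal4-VP16 expression switched on by copper sulfate through the metallothionein promoter; % is set by controls: 0 for no effect and ±100 for the full control effect; nearly all actives have a fitted effect of over 50% in size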
BRCA1 expr up: BRCA1 expression activation. MCF7-BRCA1-FFLuc reporter, luminescence, 48 h; response scale: scaled: vehicle 0%, 10 µM genistein 100%. hit rate 1.1% among 380,000. AID 624202. Potency, µM (highest dose often 46.1 µM), for the others: top-dose activation, actives largely listed as activators; note: nearly all actives have a fitted effect of over 80% in size; some results filed as inactive show a strong effect at the top dose
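Reporter cells (MCF7, BRCA1 promoter-firefly luciferase) received library compounds across a concentration series for 48 h. End-point luminescence was measured and concentration-effect curves derived after normalization.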
uPA surface inh: inhibitors of cell surface uPA generation; cell surface uPA generation assay, qHTS; Potency, µM (series often up to 38.3 µM), without a hit: top-dose activity change, negative = inhibition, usual class: inhibitors; hit rate 0.31% among 330,000; AID 540303; active = well fitted inhibition curve with a large enough effect; inconclusive = small, poorly fitted or top-dose-only effect; inactive = no such curve, though single readings can be large or run the other way; tested in mouse RAW 264.7 cells; note: % is set by controls: 0 for no effect and ±100 for the full control effect; nearly all actives have a fitted effect of over 55% in size
MLL CXXC-DNA inh: inhibitors of human MLL CXXC domain-DNA interaction | Q03164 | MLL-CXXC / FITC-HOXA9 DNA fluorescence polarization | Potency, µM (doses to about 115 µM), for the others: at the top dose activity change, negative = inhibition, hits mostly inhibitors | hit rate 0.037% among 290,000; active = well fitted inhibition curve with a large enough effect in the polarisation, with a control signal flat, not every such curve was filed as active; inconclusive = small, poorly fitted or top-dose-only effect, or effect the other way, or a change in a side signal; inactive = no such curve, though single readings can be large or run the other way; the % refers to the polarisation
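Fluorescence polarization: 7 uM MLL-CXXC (stock) preincubated 5 min with compounds, then 50 nM fluorescein-HOX-A9 DNA (stock) added; 30 min ambient. Buffer 50 mM Tris-HCl pH 7.5, 50 mM NaCl, 1 mM DTT, 0.05% BSA.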
* = called active by the depositor; ? = inconclusive; . = not tested or not shown; [ ] = dose if it differs, or a comment. Unless noted, calls come from the whole dose curve; as a rule, active = well fitted curve in the direction sought with a large enough effect; inconclusive = small, poorly fitted or top-dose-only effect, or another doubt; inactive = no such curve, though single readings can be large; an effect the other way counts as inactive or inconclusive. Potency is the fitted concentration of half-maximal effect. A portion of the library, so the mix of outcomes need not match the whole.

SMILES | ELG1 genotoxic | NPC1 promoter act | FLuc modulator | RORgamma inh | Rab9 prom act | p53 reactivator | MBNL1-CUG inh | VP16 counter | BRCA1 expr up | uPA surface inh | MLL CXXC-DNA inh
CSc1cccc(NC(=O)CCS(=O)(=O)c2cccc3nonc23)c1 | 10% | -7% | -3% | -9% | -2% | -5% | ? | -1% | -9% | 0% | 11%
COC(=O)c1cc(NC(=O)c2ccc(-c3ccccc3)cc2)ccc1Cl | -1% | -1% | -2% | 22% | -5% | 0% | ? | -12% | -20% | -4% | 5%
COc1ccc2[nH]c3c(c2c1)CCn1c-3nc2ccccc2c1=O | ? | 0.2µM* | 0.48µM* | -36% | 0.25µM* | ? | 1% | -9% | ? | -1% | 41%[activator]
CCc1ccc(O)c(-c2cc(C(=O)Nc3cccnc3)[nH]n2)c1 | ? | 1.6µM* | 11µM* | ? | 2.2µM* | ? | -5% | ? | ? | -2% | 3%
Cc1nnc(NC(=O)c2ccc3ccccc3c2)s1 | 4.6µM* | 1.8µM* | 11µM* | -28% | 1.4µM* | 6% | 15% | -12% | ? | -1% | -9%
CC1(c2ccccc2Cl)NC(=O)N(CC(=O)Nc2ccccc2OC(F)F)C1=O (configuration not stated) | 1% | -1% | -2% | -6% | -2% | -2% | -1% | 9% | 0% | 0% | 3%
COc1ccc(OC)c(NC(=O)CSc2nnc(C3CCCCC3)o2)c1 | -4% | -1% | 2% | ? | -7% | -8% | -11% | -3% | -11% | -5% | -23%
[O-][n+]1onc2c1CCc1c-2nn(-c2ccccc2Cl)[n+]1[O-] | -5% | -1% | -1% | 6.3µM* | -2% | 17% | ? | 3.2µM* | -53% | ? | -12%
Cc1noc(C)c1COc1ccc(C(=O)N2CCN(S(=O)(=O)c3ccccc3)CC2)cc1 | 0% | -2% | 6% | . | -4% | -6% | . | . | -14% | 1% | .
Cc1cc(O)c(C(C)C)cc1C1(c2cc(C(C)C)c(O)cc2C)OC(=O)c2ccccc21 | -10% | -4% | -9% | ? | -6% | 4% | -6% | 13µM* | -98%[inhibitor] | -6% | 17%

A second format for some results above:
Structure	ELG1 genotoxic	NPC1 promoter act	FLuc modulator	RORgamma inh	Rab9 prom act	p53 reactivator	MBNL1-CUG inh	VP16 counter	BRCA1 expr up	uPA surface inh	MLL CXXC-DNA inh
CCc1ccc(O)c(-c2cc(C(=O)Nc3cccnc3)[nH]n2)c1	?	1.6µM*	11µM*	?	2.2µM*	?	-5%	?	?	-2%	3%
Cc1nnc(NC(=O)c2ccc3ccccc3c2)s1	4.6µM*	1.8µM*	11µM*	-28%	1.4µM*	6%	15%	-12%	?	-1%	-9%
CC1(c2ccccc2Cl)NC(=O)N(CC(=O)Nc2ccccc2OC(F)F)C1=O (configuration not stated)	1%	-1%	-2%	-6%	-2%	-2%	-1%	9%	0%	0%	3%
COc1ccc(OC)c(NC(=O)CSc2nnc(C3CCCCC3)o2)c1	-4%	-1%	2%	?	-7%	-8%	-11%	-3%	-11%	-5%	-23%
[O-][n+]1onc2c1CCc1c-2nn(-c2ccccc2Cl)[n+]1[O-]	-5%	-1%	-1%	6.3µM*	-2%	17%	?	3.2µM*	-53%	?	-12%
Cc1noc(C)c1COc1ccc(C(=O)N2CCN(S(=O)(=O)c3ccccc3)CC2)cc1	0%	-2%	6%	.	-4%	-6%	.	.	-14%	1%	.
Cc1cc(O)c(C(C)C)cc1C1(c2cc(C(C)C)c(O)cc2C)OC(=O)c2ccccc21	-10%	-4%	-9%	?	-6%	4%	-6%	13µM*	-98%[inhibitor]	-6%	17%

The results go on:
SMILES | ELG1 genotoxic | NPC1 promoter act | FLuc modulator | RORgamma inh | Rab9 prom act | p53 reactivator | MBNL1-CUG inh | VP16 counter | BRCA1 expr up | uPA surface inh | MLL CXXC-DNA inh
COc1cccc(/C(O)=C/c2nc3ccc(C(=O)NCCc4cccc(C)c4)cc3[nH]c2=O)c1 | 4% | 0% | -3% | 20% | -4% | 3% | -3% | ? | -24% | -7% | ?
CCC(=O)Nc1nc2ccccc2n1CCN(CC)CC | -7% | 0% | -2% | ? | -3% | -1% | -3% | -12% | -5% | . | 0%
O=C(c1ccco1)N1CCN(Cc2cccc([N+](=O)[O-])c2)CC1 | -1% | -4% | -1% | 22% | 1% | 5% | ? | -5% | -16% | 19% | 23%
Cc1occc1C(=O)NCc1ccco1 | 0% | 0% | -2% | 1% | 0% | -3% | -8% | -4% | 1% | -3% | 4%
O=C(Nc1ccc(O)cc1)c1ccc(NC(=O)c2ccco2)cc1 | ? | 23% | ? | 7% | 29% | 18% | 1% | 21% | 3.2µM* | 4% | 2%
CC1CC(C)CN(C(=O)Nc2ccccc2F)C1 (configuration not stated) | 0% | -2% | 0% | -13% | 2% | 3% | 0% | 7% | 7% | -7% | -6%
CCCCN=CC1=C(O)C(C(=O)OC)C(C)(C)CC1=O (configuration not stated) | -1% | 1% | 4% | -24%[0.365 µM] | -2% | 1% | -2% | . | 3% | -4% | 0%
COc1ccc(-c2nnc(SCC(=O)c3cccs3)o2)c(OC)c1 | ? | 2.2µM* | 2.4µM* | 32% | 1.1µM* | 15% | 23% | -3% | ? | 3% | 2%
COc1ccc(C2=NOC(CN3C(=O)c4ccccc4S3(=O)=O)C2)cc1 (configuration not stated) | ? | 1.3µM* | 2.1µM* | 9% | 0.89µM* | ? | 8% | -8% | 2.8µM* | -2% | -1%
CC(=O)c1cc(NC(=O)c2cccc(C(F)(F)F)c2)c(=O)oc1C | 0% | 9% | -10% | 3.2µM* | 1% | -10% | -9% | 7.1µM* | -3% | -8% | -3%
Cc1ccc2oc(C(=O)N3CCC(O)(c4cccc(C(F)(F)F)c4)CC3)c(C)c2c1 | 8% | 15% | ? | ? | 19% | -1% | 2% | -7% | 44% | 4% | -3%
C[N+](C)(C)CCCC(=O)c1ccc2c(c1)OCO2 | -1% | 0% | -2% | -4% | -2% | -7% | 8% | -4% | -5% | 0% | 19%
Cc1cc(NC(=O)COc2cccc(Oc3ccccc3)c2)no1 | 9% | -2% | 0% | 39%[0.365 µM] | -1% | -6% | -3% | . | -18% | -10% | 10%
Cc1ccccc1-n1ncc2c1CC(C)(C)CC2NC(=O)CCN1Cc2ccccc2C1=O (configuration not stated) | -5% | -1% | 5% | 23% | -1% | -10% | -6% | 4% | 0% | -1% | 1%
CCOC(=O)c1ccc(Nc2ncnc3ccc(C)cc23)cc1 | 1% | -10% | 2% | ? | 8% | 12% | 34%[activator] | -10% | -23% | 1% | 18%
O=C(COC(=O)c1ccccc1Br)NCc1ccccc1 | 7% | 4% | ? | 3% | -3% | 27% | . | 19% | -8% | 1% | 3%
Cc1ccc(-c2nnc(N3CCN(C(=O)Cn4c(=O)n(C)c5ccccc54)CC3)c3ccccc23)cc1 | -9% | 0% | 0% | -2% | 10% | -3% | 4% | -4% | -39% | . | 11%
CC(=NC(C)C)C1=C(O)CCC1=O | 1% | 3% | 2% | -22% | 0% | -4% | ? | -11% | 0% | 1% | 3%
CC(C)(C)c1ccc(C(=O)Nc2ccc(N3CCOCC3)cc2)cc1 | -9% | -2% | ? | 8% | -8% | -3% | -2% | -8% | -36% | 1% | -16%
O=C(Cn1cc(C(=O)c2cccs2)c2ccccc21)NCc1cccs1 | ? | 20% | 19µM* | ? | 18% | 13% | 1% | ? | 50% | 2% | 13%
CCCCN(CCCC)S(=O)(=O)c1ccc(NS(=O)(=O)c2ccc(NC(C)=O)cc2)cc1 | 2% | -1% | 3% | -13% | -3% | -8% | 2% | 7% | -2% | -6% | 5%
COc1cccc(OC)c1OC(=O)c1cnccn1 | 7% | 3% | 1% | -1% | -7% | 1% | 2% | -2% | 13% | 1% | 9%
CNC(=O)C(=O)N1CCC2(CC1)OCCN2S(=O)(=O)c1ccc(C)cc1 | -2% | -2% | -1% | . | 1% | 0% | . | . | 4% | -1% | .
CCN(CC)S(=O)(=O)c1ccc(N=Nc2c(C)[nH]n(C(N)=S)c2=O)cc1 | 16% | ? | 8.5µM* | 0.05µM* | ? | ? | ? | 0.013µM* | 78% | -2% | -6%
COc1ccccc1C(=O)Nc1nnn(C)n1 | 4% | -2% | 4% | 1% | -3% | -2% | 3% | 2% | 2% | -1% | -2%

Bioassay records as filed in PubChem.
